# Screening data: PubChem BioAssay, National Center for Advancing Translational Sciences (NCATS)
# Tau FP inhib: qHTS for Inhibitors of Tau Fibril Formation, Fluorescence Polarization. K18 P301L tau heparin fibrillization, Alexa594 FP, 6 h. 280,000 tested, 0.39% active. AID 1468, 2008. Potency, µM (series often up to 57.7 µM), inactives show top-dose activity, negative = inhibition, usual class: inhibitors; further: on the % scale 0 is the no-effect control and ±100 the full control effect; nearly all actives have a fitted effect of over 55% in size
# Target sequence (P10636 561-689 P618L limits assumed): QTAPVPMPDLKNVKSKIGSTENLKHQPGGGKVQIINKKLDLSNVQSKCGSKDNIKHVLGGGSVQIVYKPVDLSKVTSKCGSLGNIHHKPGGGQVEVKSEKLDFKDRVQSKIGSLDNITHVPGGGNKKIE
#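 Read-out: fluorescence polarization of Alexa 594-labeled tau (0.24 uM), 555 nm excitation, 632 nm emission. Mixtures held 15 uM unlabeled K18 P301L, compound and 20 uM heparin, pH 7 acetate buffer, incubated 6 hr at 37 C.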
# JMJD2E inh: qHTS Assay for Inhibitors of Human Jumonji Domain Containing 2E (JMJD2E); Potency, µM (doses to about 57.1 µM), for inactives: at the top dose activity change, negative = inhibition, actives largely listed as inhibitors; AID 2147, 2009; JMJD2E catalytic domain, FDH-coupled NADH fluorescence (FDH is formaldehyde dehydrogenase); Lysine-specific demethylase 4E (Homo sapiens), B2RXH2; 230,000 tested, 1.6% active; active means well fitted inhibition curve with a large enough effect, not every such curve was filed as active; inconclusive means small, poorly fitted or top-dose-only effect, or another doubt; inactive means no such curve, though single readings can be large or run the other way;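 further: 0% = wells with enzyme and -100% = buffer wells without enzyme; nearly all actives have a fitted effect of over 50% in size; many of its hits are not listed in these tables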
# Target sequence (B2RXH2 1-337 limits assumed): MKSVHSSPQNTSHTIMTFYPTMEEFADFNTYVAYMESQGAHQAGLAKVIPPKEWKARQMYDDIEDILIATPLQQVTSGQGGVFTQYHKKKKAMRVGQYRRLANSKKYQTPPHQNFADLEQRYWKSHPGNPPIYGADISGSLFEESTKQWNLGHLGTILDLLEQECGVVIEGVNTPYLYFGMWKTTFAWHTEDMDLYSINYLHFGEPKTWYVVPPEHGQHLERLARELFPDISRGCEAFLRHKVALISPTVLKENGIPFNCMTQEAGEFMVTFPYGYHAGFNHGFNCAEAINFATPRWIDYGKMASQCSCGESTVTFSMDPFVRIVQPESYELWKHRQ
# HTT ATP protect: qHTS Multiplex Assay to Identify Dual Action Probes in a Cell Model of Huntington: Cytoprotection (ATP); PC12 HTT-Q103 induced, cytoprotection, ATP luminescence, 40 h; Potency, µM (titrated, usually from 56.4 µM), for inactives: cytoprotection (ATP increase), actives largely listed as activators; 230,000 tested, 0.14% active; AID 1471, 2008;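 further: % of control where 0% means no effect; nearly all actives have a fitted effect of over 45% in size; toxic huntingtin expression switched on by the ecdysone agonist tebufenozide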
#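 ATP quantification (ATPlite) reports survival of PC12 cells in which tebufenozide, 100 nM final, switches on Htt exon 1 with 103 glutamines linked to GFP; compounds are titrated.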
# Tau fluor counter: Counterscreen qHTS for Inhibitors of Tau Fibril Formation, Fluorescence Polarization; 280,000 tested, 0.93% active; AID 1463, 2008; tau K18 P301L Alexa594 fluorescence, heparin fibrillization; Potency, µM (highest dose often 57.7 µM), for inactives: at the highest dose activity change, negative = decrease; further: on the % scale 0 is the no-effect control and ±100 the full control effect; nearly all actives have a fitted effect of over 55% in size
#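 Human tau K18 P301L (15 uM unlabeled, 0.24 uM Alexa 594-labeled) in 100 mM sodium acetate pH 7 with 20 uM heparin, 6 hr at 37 C. ThT 30 uM added, 1 hr ambient; Alexa 594 FP and total fluorescence read at 555/632 nm.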
# Tau fibril ThT: qHTS for Inhibitors of Tau Fibril Formation, Thioflavin T Binding | recombinant tau K18 P301L (four-repeat tau fragment), heparin-induced fibrillization, ThT fluorescence | Potency, µM (titrated, usually from 57.4 µM), inactives show top-dose activity, negative = inhibition, most hits filed as inhibitors | 270,000 tested, 2.1% active; further: on the % scale 0 is the no-effect control and ±100 the full control effect; nearly all actives have a fitted effect of over 55% in size
#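 Aggregation was driven by heparin (20 uM final) acting on recombinant tau […] bearing P301L in 100 mM sodium acetate pH 7; fibrils were detected with Thioflavin T.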
# ALDH1A1 block: qHTS Assay for Inhibitors of Aldehyde Dehydrogenase 1 (ALDH1A1); Purified ALDH1A1, NADH fluorescence, propionaldehyde substrate; Potency, µM (highest dose often 75.3 µM), for inactives: top-dose activity, negative = inhibition, hits mostly inhibitors; 220,000 tested, 7.3% active; AID 1030, 2008; active means well fitted inhibition curve with a large enough effect, not every such curve was filed as active; inconclusive means small, poorly fitted or top-dose-only effect, or another doubt; inactive means no such curve, though single readings can be large or run the other way;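 further: plate controls were no enzyme wells and a reference inhibitor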
# Target sequence (P00352 whole entry, looked up): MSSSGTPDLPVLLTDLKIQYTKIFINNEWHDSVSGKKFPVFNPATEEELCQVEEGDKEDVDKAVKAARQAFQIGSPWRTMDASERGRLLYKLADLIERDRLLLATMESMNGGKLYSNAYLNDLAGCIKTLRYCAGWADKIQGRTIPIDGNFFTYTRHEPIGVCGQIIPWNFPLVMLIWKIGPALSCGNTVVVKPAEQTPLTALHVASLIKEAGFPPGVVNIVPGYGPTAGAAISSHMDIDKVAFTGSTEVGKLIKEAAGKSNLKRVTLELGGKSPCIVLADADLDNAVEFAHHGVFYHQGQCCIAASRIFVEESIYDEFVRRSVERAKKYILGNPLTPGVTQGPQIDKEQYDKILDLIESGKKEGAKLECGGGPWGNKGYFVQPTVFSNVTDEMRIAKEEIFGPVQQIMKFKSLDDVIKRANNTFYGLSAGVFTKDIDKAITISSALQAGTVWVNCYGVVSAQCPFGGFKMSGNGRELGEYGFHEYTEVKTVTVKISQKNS
# SMN2 splice up: qHTS Assay for Enhancers of SMN2 Splice Variant Expression | HEK293 SMN2-luciferase splicing reporter, luminescence, 30-36 h | Potency, µM (titrated, usually from 46.1 µM), without a hit: at the highest dose activity change, positive = activation, actives largely listed as activators | 210,000 tested, 2.8% active; further: % of control where 0% means no effect; nearly all actives have a fitted effect of over 55% in size
#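 HEK293 cells carry an SMN2 minigene-luciferase reporter in which exon 7 inclusion puts luciferase in frame. Cells were seeded at 2000 cells/well, attached for 10-12 hours, then exposed to compounds for 30-36 hours at 37C before ONE-Glo luminescence.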
# HttQ103 aggreg: qHTS Multiplex Assay to Identify Dual Action Probes in a Cell Model of Huntington: Aggregate Formation (GFP); PC12 HttQ103-GFP aggregates, Acumen cytometry, 40 h; Potency, µM (highest dose often 46.1 µM), for inactives: top-dose activity change, negative = inhibition, usual class: inhibitors; 220,000 tested, 1.1% active; further: on the % scale 0 is the no-effect control and ±100 the full control effect; nearly all actives have a fitted effect of over 60% in size
#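 Aggregate formation scored by laser-scanning cytometer (488 excitation, 500–530 emission) in lysed PC12 cells expressing Q103-GFP after 100 nM tebufenozide induction; library tested in dose series, with ATPLite reagent added in the multiplex.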
# * marks the source's active call; other numbers are inactive results; ? = inconclusive; · = no result given; & = joins results of further samples; ! = a repeat was not active; [ ] = another dose, or the depositor's remark. Unless noted, the call rests on the fitted dose curve; in most records, active means well fitted curve in the direction sought with a large enough effect; inconclusive means small, poorly fitted or top-dose-only effect, or another doubt; inactive means no such curve, though single readings can be large; an effect the other way counts as inactive or inconclusive. Potency means the concentration at half of the fitted maximal effect. These rows are one share of the data (hit frequency here may not be typical).
SMILES,Tau FP inhib,JMJD2E inh,HTT ATP protect,Tau fluor counter,Tau fibril ThT,ALDH1A1 block,SMN2 splice up,HttQ103 aggreg
Cc1ncsc1C(=O)NCc1ccc(N2CCCC2=O)cc1,-13%,1%,-5%[10 µM],2%,-1%,2%,-44%[inhibitor],-32%
CC1(C)C(=O)NCCN1C(=O)CCC(=O)O,7%,-7%,-1%[10 µM],7%,3%,7%,-1%,-6%
FCCCOc1ccc(-c2nccc(-c3ccc(Cl)cc3)n2)cc1,?,0%,6%[10 µM],?,-22%,11%,?,8%
COC(=O)[C@@H]1CC[C@H](C)[C@@H](c2ccc(C)cc2)N1C(=O)c1ccc(/C=N/OCC[C@@H]2C=C[C@H](OC(C)=O)[C@@H](COC(C)=O)O2)cc1,-7%,-1%,·,-17%,?,?,-11%,17%
CCCc1nc(-c2cc3ccccc3[nH]c2=O)no1,-11%,?,21%[10 µM],-17%,-18%,·,·,5%[9.22 µM]
CC(C)(NC(=O)N1CCCC1)c1cccc(C(C)(C)NC(=O)N2CCCC2)c1,6%,3%,-5%,5%,-8%,3%,-14%,10%
CCCCCCCCCCC(=O)NNC(=O)c1c(O)c2ccccc2n(CC)c1=O,-8%,9%,12%[10 µM],-15%,-10%,6%,·,-2%[9.22 µM]
COC(=O)COc1ccc(NC(=O)C2CCCO2)cc1 (stereo unspecified),4%,0%,-17%[0.074 µM],-2%,-13%,?,24%,8%
COc1ccc(Cl)cc1NC(=O)c1nc2nc(C)cc(C(F)F)n2n1,1%,-3%,13%,-3%,-9%,10%,-9%,19%
COc1ccc(S(=O)(=O)Nc2nnc(C)s2)cc1,-1%,-4%,-14%[10 µM],2%,3%,?,-3%,-1%
O=C(Nc1ccc(Cl)c(Cl)c1)c1ccncc1,-10%,-2%,12%,-18%,-4%,-1%,18%,-19%
O=S(=O)(c1ccc(NCc2ccc(F)cc2)nc1)N1CCCC1,-6%,?,·,-4%,9%,?,-2%,2%
CCCCC1=CC2=C(c3ccco3)C(=O)C(C)(OC(=O)c3ccc(OC)cc3)C(=O)C2=CN1Cc1ccco1 (stereo unspecified),0%[11.6 µM],13µM*!,9%&-18%[10 µM],-4%[11.6 µM],8.9µM*!,?,-7%[9.22 µM],8%[9.22 µM]
O=C(Nc1ccc(N2CCOCC2)c(Cl)c1)c1cc2ccccc2o1,13%,-1%,-1%[1.9 µM],?,?,-1%,27%,-17%
O=C(Nc1cccnc1)C(Cc1ccccc1)n1cccc1 (stereo unspecified),0%,-4%,8%,-7%,-5%,8%,3%,0%
CN(CC(=O)Nc1ccc(F)c(F)c1)S(=O)(=O)c1cccc2nsnc12,-4%,-3%,-8%,-5%,-3%,7%,-24%,-3%
NC(=O)CSc1nnc(Cc2ccc3c(c2)OCO3)n1C1CCCCC1,-2%,-1%,-6%[10 µM],-2%,-4%,-11%,-3%,-16%
COc1ccc(N(CC(=O)NN=C2CCCC2)S(=O)(=O)c2ccccc2)cc1,-3%,15%,-2%,-4%,-4%,-4%,-12%,18%
c1ccc2[nH]c(-c3nc4ccccc4[nH]3)nc2c1,7%,?,-80%[inhibitor],-9%,12%,?,7.9µM*,-32%
Cc1cc(Cl)n2c(nc3ccccc32)c1C#N,-8%,?,-176%[inhibitor],3%,?,?,-107%[inhibitor],-5%[9.22 µM]
COc1cc(C)c(Br)cc1S(=O)(=O)NCc1ccccc1,-1%,0%,-9%,-16%,-5%,5%,8%,-5%
COC(=O)c1ccccc1NC(=O)CCS(=O)(=O)c1ccc(Br)s1,9%,1%,-8%,-19%,-14%,?,29%,9%
CCOc1cccc(-c2cc(C(=O)N3N=C(C)CC3(O)C(F)F)c3ccccc3n2)c1 (stereo unspecified),-5%,-28%,-26%,?,-11%,-5%,3%,-25%
CCOc1ccc(C(=O)Nc2ccc(-c3nc4cc(CC)ccc4o3)cc2)cc1,1%,·,·,-6%,-10%,·,1%,·
O=C(NNC(=O)c1cc(-c2ccc(Cl)c(Cl)c2)nc2ccccc12)Nc1ccccc1,?,-4%,-86%[inhibitor],?,0%,4%,-8%,-12%
O=C(NN=C1C2CC3CC(C2)CC1C3)c1cccs1,4%,66%[activator],1%,-4%,-7%,20µM*,2%,-7%
COc1ccc(Cc2nnc(SCC(=O)NC(C)c3ccccc3)o2)cc1 (stereo unspecified),-11%,-2%,-4%,-11%,-2%,?,-9%,-7%
O=C(c1cccc([N+](=O)[O-])c1)N1CCCN(C(=O)c2cccc([N+](=O)[O-])c2)CC1,5%,4%,·,-4%,-9%,-16%,-5%,3%
C=C(C)C(=O)Nc1cccc(C2=NOC3(C2)C[C@@H](C(N)=O)N(C(=O)[C@H]2CCC(=O)N2)C3)c1 (stereo partly specified),2%,-3%,26%[10 µM],4%,-2%,·,·,?
COc1ccc(-c2coc3cc4oc(=O)c5ccccc5c4cc23)cc1F,-12%,10%,-74%[inhibitor][10 µM],-13%,3%,-6%,-27%,-15%

# One compound at a time, from the list above. Values in the order: Tau FP inhib | JMJD2E inh | HTT ATP protect | Tau fluor counter | Tau fibril ThT | ALDH1A1 block | SMN2 splice up | HttQ103 aggreg
# Profile of COC(=O)c1ccccc1NC(=O)CCS(=O)(=O)c1ccc(Br)s1 = 9% | 1% | -8% | -19% | -14% | ? | 29% | 9%
# Profile of CC(C)(NC(=O)N1CCCC1)c1cccc(C(C)(C)NC(=O)N2CCCC2)c1 = 6% | 3% | -5% | 5% | -8% | 3% | -14% | 10%
# Profile of CN(CC(=O)Nc1ccc(F)c(F)c1)S(=O)(=O)c1cccc2nsnc12 = -4% | -3% | -8% | -5% | -3% | 7% | -24% | -3%

# Next part.
SMILES,Tau FP inhib,JMJD2E inh,HTT ATP protect,Tau fluor counter,Tau fibril ThT,ALDH1A1 block,SMN2 splice up,HttQ103 aggreg
Cc1ccc(NNC(=O)c2c(F)cccc2Cl)cc1C,-9%,-3%,36%[10 µM],-4%,-15%,·,·,12%[9.22 µM]
COc1ccccc1/C=C1/SC(=O)N(CCC(=O)Nc2ccc(S(=O)(=O)Nc3nccs3)cc2)C1=O,?,?,3%[10 µM],?,?,25µM*,1%,13%
O=C(NCCNc1nccc(C(F)(F)F)n1)c1cccs1,-2%,2%,7%[10 µM],-6%,-14%,·,·,-3%[9.22 µM]
Nc1nonc1-n1nnc(C(=O)O)c1-c1cccs1,-2%,?,11%[0.074 µM],-3%,6%,-4%,2%,-12%
COc1ccc(S(=O)(=O)N(C)c2ccc(C(=O)N3CCOCC3)cc2)cc1,0%,-2%,1%,4%,3%,?,-27%,-18%
CSc1ccc(C(=O)C2CCCN(C(=O)c3cc4cc(F)ccc4[nH]3)C2)cc1 (stereo unspecified),-13%,-9%,16%[10 µM],?,-12%,-3%,·,3%[9.22 µM]
COc1ccc(/C=N/c2c(-c3ccco3)nc3ccccn23)cc1OC,?,?,-14%,22µM*[quencher],22µM*,?,-5%,11%
O=C(Nc1ccc2nn(-c3ccccc3)nc2c1)c1ccc(Br)o1,-4%,?,-30%,?,?,?,3%,-11%
CSCCC1(C(=O)O)NC(c2ccccc2O)C2C(=O)N(C(C)C)C(=O)C21 (stereo unspecified),0%,-11%,-2%,-2%,-9%,-4%,-17%,4%
CCCCC1(C)OC(=O)C(=Cc2ccc(N(CC)CC)cc2)C(=O)O1 (stereo unspecified),0%,-13%,-34%,-2%,-17%,0.4µM*,4%,1%
CCCCNC(=O)c1cc2cccc([N+](=O)[O-])c2[nH]1,6%,0%,-5%[10 µM],-29%,·,·,·,9%[9.22 µM]
CCCN(CCC)C(=O)Cn1c(=O)n(CCCCC(=O)NCc2ccco2)c(=O)c2ccccc21,-13%,-23%,-1%[10 µM],-7%,1%,-2%,0%,14%
Cc1noc(C)c1COC(=O)CCC(=O)c1ccc(F)cc1,2%,-2%,12%,7%,3%,1%,·,8%
O=C(Cn1c(=O)n(CCCC(=O)NC2CCCC2)c(=O)c2ccccc21)NCCC1=CCCCC1,4%,-2%,3%,-5%,-7%,13%,-20%,-10%
O=C(O)CCC(=O)N1CCN(c2nc3ccccc3s2)CC1,9%,0%,-13%,2%,-6%,2%,26%,0%
CCCC(=O)N1CCCC(c2nc(-c3cccc(OC)c3)no2)C1 (stereo unspecified),2%,11%,-9%[10 µM],-11%,-17%,6%,11µM*,17%[9.22 µM]
COc1cc(-c2[nH]nc3c2C(c2ccco2)C(C#N)=C(N)O3)cc(OC)c1OC (stereo unspecified),-5%,-7%,·,-19%,-13%,0%,26%,15%
O=C(O)CC1(CC(=O)Nc2cccc(C(F)(F)F)c2)CCCC1,3%,-1%,11%[10 µM],-1%,-2%,·,·,35%[9.22 µM]
CC(=O)Oc1c(-c2ccco2)oc2ccccc2c1=O,1%,?,·,-3%,-12%,?,15%,?
CC(C)(C)NC(=O)C(c1cccs1)N(C(=O)c1csnn1)c1ccccc1F (stereo unspecified),3%,-3%,2%[10 µM],3%,-2%,-1%,3%,11%[9.22 µM]
Cc1cc(NS(=O)(=O)c2ccc(NC(=S)NC(=O)c3ccc(F)cc3Cl)cc2)no1,8%,7%,0%[0.074 µM],6%,5%,?,-3%,6%
Cc1ccc(Sc2ncnc3onc(C)c23)cc1,-11%,3%,9%,-13%,?,3%,-17%,19%[9.22 µM]
O=C(c1ccc2c(c1)N(Cc1ccccc1F)C(=O)c1ccccc1S2=O)N1CCN(c2ccccc2)CC1 (stereo unspecified),7%,·,·,-16%,-7%,·,?,·
CCN(CC)S(=O)(=O)c1ccc(C(=O)Oc2coc(CSc3nc(C)cc(C)n3)cc2=O)cc1,11%,-5%,23%[10 µM],-2%,?,2%,10%,15%
NC(=NC(=O)c1ccc(OCC(F)(F)F)nc1)c1ccc(Cl)cc1,?,-4%,-12%[10 µM],-25%,1%,·,·,9%[9.22 µM]
